Rpn11 block – blocks the human proteasome subunit Rpn11; AID 588493; actives 0.59% (n = 360,000); O00487; human 26S proteasome, Ub4-pepOG fluorescence polarization; 20S core pre-blocked with epoxomicin; calls only at 20 µM;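 active means inhibition at 20 µM, scaled to each plate's controls, above about 33%, limit read from the data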
Neddylation inh – cullin neddylation inhibition. TR-FRET cullin neddylation, biochemical. calls only at 25 µM. actives 0.58% (n = 360,000); in the data active means inhibition above about 36%
NadD inh – blocks S. aureus nicotinate mononucleotide adenylyltransferase; purified NadD enzyme, colorimetric absorbance read-out; inhibition, % at 20 µM; actives 0.78% (n = 360,000); AID 602399; in the data active means inhibition above about 26%; further: some compounds past the cut are filed as inactive
Rin1-Abl PPI inh – blocks binding of human Rin1 to Abl. P00519+Q13671. TR-FRET Rin1/Abl binding, biochemical. inhibition, % at 7.35 µM. actives 0.4% (n = 360,000). AID 588664; in the data active means inhibition above about 5%, passing the limit was not always enough
CSN inh – blocks human CSN-mediated cullin deneddylation | Q92905 | Purified CSN, SCF-Nedd8-OG deneddylation, fluorescence polarization | inhibition, % at 12.5 µM | actives 0.38% (n = 360,000) | AID 651999;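 active means pattern-corrected inhibition above about 35%, with an unprinted fluorescence ratio check between 0.5 and 1.5, limit read from the data, passing the limit was not always enough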;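 further: 0% = enzyme with substrate and 100% = substrate without enzyme; some results filed as inactive read as strong as hits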
Target sequence (Q92905 whole entry, looked up, one chain of several): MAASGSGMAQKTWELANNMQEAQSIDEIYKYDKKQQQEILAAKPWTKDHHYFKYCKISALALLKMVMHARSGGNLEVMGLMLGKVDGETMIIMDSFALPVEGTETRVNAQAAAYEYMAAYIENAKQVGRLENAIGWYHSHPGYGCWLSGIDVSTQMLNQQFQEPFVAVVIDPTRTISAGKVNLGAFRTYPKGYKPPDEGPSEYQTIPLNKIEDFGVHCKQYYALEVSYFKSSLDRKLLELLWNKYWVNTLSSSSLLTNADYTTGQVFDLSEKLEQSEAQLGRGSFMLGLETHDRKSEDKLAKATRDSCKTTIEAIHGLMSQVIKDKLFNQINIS
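assay system = purified human Csn5 enzyme expressed in HEK293T cells | amount = 0.24 nM enzyme | buffer or medium = Tris/NaCl/DTT buffer, pH 7.5 | reagent = 10 nM SCFSkp2-Nedd8OG | compound = one concentration, 12.5 µM, 0.25% DMSO | times = 90 min reaction at room temperature | signal = FP | read-out basis = % inhibition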
FAS-TE inh – inhibitors of human fatty acid synthase thioesterase domain | inhibition, % at 15 µM | recombinant FAS-TE, OMFH fluorogenic substrate, fluorescence endpoint | actives 0.67% (n = 360,000) | P49327;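 active means compounds whose normalised, plate-corrected inhibition of enzyme fluorescence in the single-dose primary screen is 50% or more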;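 further: 0% = DMSO with enzyme and 100% = substrate without enzyme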
MLLE-PAM2 inh – inhibitors of microRNA-mediated deadenylation, human PABP1 MLLE binding; AID 588489; actives 0.36% (n = 360,000); inhibition, % at 20 µM; GST-MLLE / FITC-PAM2 fluorescence polarization; in the data active means inhibition above about 35%, passing the limit was not always enough;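 further: plate controls were DMSO wells with GST-MLLE for no effect and wells lacking GST-MLLE protein for full effect; some results filed as inactive read as strong as hits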
Target sequence (P11940 whole entry, looked up): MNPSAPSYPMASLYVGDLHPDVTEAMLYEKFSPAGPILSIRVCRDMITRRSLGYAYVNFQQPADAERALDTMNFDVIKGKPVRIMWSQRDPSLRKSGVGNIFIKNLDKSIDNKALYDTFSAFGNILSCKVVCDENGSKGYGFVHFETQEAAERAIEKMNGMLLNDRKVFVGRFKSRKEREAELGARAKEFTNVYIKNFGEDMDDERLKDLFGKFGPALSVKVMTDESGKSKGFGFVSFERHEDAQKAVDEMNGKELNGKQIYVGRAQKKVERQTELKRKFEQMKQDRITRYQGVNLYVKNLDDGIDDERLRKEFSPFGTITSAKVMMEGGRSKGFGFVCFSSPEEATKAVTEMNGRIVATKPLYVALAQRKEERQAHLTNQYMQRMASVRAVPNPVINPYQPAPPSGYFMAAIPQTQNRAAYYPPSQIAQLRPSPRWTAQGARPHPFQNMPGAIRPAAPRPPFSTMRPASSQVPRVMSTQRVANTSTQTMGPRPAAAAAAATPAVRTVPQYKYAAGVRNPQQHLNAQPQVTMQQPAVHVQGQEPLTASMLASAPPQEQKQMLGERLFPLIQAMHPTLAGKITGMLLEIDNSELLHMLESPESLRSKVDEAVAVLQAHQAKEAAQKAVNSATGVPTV
MT1-MMP act inh – blocks activation of human MT1-MMP. HT1080 RFP-PRO-GFP cells, GFP/RFP ratio fluorescence, overnight; percent of plate control window, DMSO zero. GFP/RFP ratio change, % at 20 µM. actives 0.061% (n = 360,000). AID 651647;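 active means GFP/RFP ratio change of at least 30% with cell ATP level not reduced by more than half and red fluorescence within 50% of control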; further: strong numbers were not always called active
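Assay system: HT1080 RFP-PRO-GFP cells. Benchmarks: DMSO vehicle wells and RFP-L50D-GFP reporter cell wells. Times: overnight cell settling, then overnight compound exposure, 37 °C, 5% CO2. Compound: 20 µM single dose, 1% DMSO. Read-out basis: GFP/RFP fluorescence ratio.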
SKN-1 inh – inhibitors of C. elegans SKN-1; C. elegans VP596 Pgst-4::GFP/RFP ratio, acrylamide-induced, 24 h; inhibition, % at 21.8 µM; actives 0.49% (n = 360,000); AID 624304;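 active means interference check ratio from 0.5 to 1.5 plus GFP to RFP signal ratio inhibition reaching or exceeding a fixed threshold, cut at about 30% in these data, passing the limit was not always enough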; further: some compounds called inactive have numbers as strong as hits
Starred values were filed as active, the others as inactive; i = inactive; x = no result given; + = active, no number.

SMILES	Rpn11 block	Neddylation inh	NadD inh	Rin1-Abl PPI inh	CSN inh	FAS-TE inh	MLLE-PAM2 inh	MT1-MMP act inh	SKN-1 inh
CCN(CC(=O)Nc1ccc(NC(C)=O)cc1)C(=O)c1cccc(-n2cccc2)c1	i	i	-6	5	3	-6	-2	0	5
COc1ccc(NC(=S)NCCSc2ccc(C)cc2)c(OC)c1	i	i	-1	-2	3	21	-35	0	21
CCOc1ccc(S(=O)(=O)c2c[nH]c3ccc(C)cc3c2=O)cc1	i	i	-6	0	1	-1	35	1	14
COc1ccc([N+](=O)[O-])cc1NC(=O)Cn1ccc(C(F)(F)F)n1	i	i	-7	-1	-8	50	-5	4	-3
Cc1cc(Br)ccc1NC(=O)CN(C)C(=O)CN1C(=O)NC(C)(C2CC2)C1=O (centres undefined)	i	i	1	0	0	-5	2	2	1
O=C(Nc1ccccc1Cl)N1CCN(c2ccc3nnc(-c4ccccc4)n3n2)CC1	i	i	-3	-3	1	4	-1	1	-25
O=C(CC1NCCNC1=O)OCc1ccccc1 (centres undefined)	i	i	0	1	2	-6	8	-2	3
C[C@@H]1CNC(=O)c2c(C(=O)NC3CCN(C(=O)OC(C)(C)C)CC3)ncn21	i	i	-2	4	-1	-8	2	3	-3
CS(=O)(=O)Nc1nnc(CCc2ccccc2)s1	i	i	0	1	-4	-2	3	1	11
O=C(NC(=S)N1CCN(C/C=C/c2ccccc2)CC1)c1cccnc1	i	i	-7	-2	4	-5	-39	8	1
Cc1c(NC(=O)c2ccccc2F)c(=O)n(-c2ccccc2)n1C	i	i	-5	-1	-2	-7	-1	4	4
CC1=C/C(=N\S(=O)(=O)c2ccccc2)C(C(C)C)=CC1=O	i	i	19	0	7	8	-11	-3	20
Cc1nc2cc3sc(C)nc3cc2s1	i	i	-2	2	-1	-3	-18	8	-5
CC(CNCC1CCCO1)COc1ccccc1 (centres undefined)	i	i	10	-2	4	-7	1	-1	9
CC(C)(C#CC(O)(c1ccccc1)c1ccccc1)N1CCCCC1	i	i	-8	3	4	-2	10	-2	7
FC(F)(F)c1cc(C(F)(F)F)c2ccc(Oc3ccccc3)nc2n1	i	i	-3	-1	-2	8	1	3	-11
Cc1c(NS(=O)(=O)c2ccc(F)cc2)c(=O)n(-c2ccccc2)n1C	i	i	3	2	3	-2	-6	1	4
Cc1ccc(C2(C)NC(=O)N(CC(=O)Nc3ccc(N4CCOCC4)cc3N3CCOCC3)C2=O)cc1 (centres undefined)	i	i	-4	0	-2	-6	-9	3	8
O=C(CCl)NC(=O)NC12CC3CC(CC(C3)C1)C2	i	i	5	1	1	4	1	1	1
CCC(=O)c1c[nH]c(C(=O)NCc2cccc(C(F)(F)F)c2)c1	i	i	-3	2	0	-5	-14	1	9
O=C(NCc1ccccc1)N[C@@H](Cc1ccccc1)C(=O)O	i	i	-3	-2	-7	-6	1	3	7
CCn1c(COc2ccc3ccccc3c2C)nnc1SCC(=O)Nc1cccc(C(=O)O)c1	i	i	3	-2	4	-4	-34	-3	9
Cc1cccc(-c2nc(CSCC(=O)NCc3cccs3)c(C)o2)c1	i	i	-1	1	-1	2	32	x	13
O=C1OC(/C(=C\Nc2ccccc2)[N+](=O)[O-])c2ccccc21 (centres undefined)	i	i	-7	-1	1	-3	-1	3	-3
COc1cccc(CNc2ccc([N+](=O)[O-])cc2C)c1	i	i	-12	-2	1	28	-5	0	-4
CCOC(=O)C1=C(C)NC2(O)c3ccccc3C(=O)C12O (centres undefined)	i	i	-6	5	1	-4	4	10	-5
Cc1cc(C)n(C(=O)Cn2nc(C)c(Cl)c2C)n1	i	i	-10	1	0	-3	-10	-1	0
CN1C(=O)SC(Nc2ccc(F)cc2)C1=O (centres undefined)	i	i	2	-1	-1	-2	25	-9	-1
CCCCCNC(=O)C1C(=O)Nc2ccccc2C(=O)N1c1ccc(OC)cc1 (centres undefined)	x	i	x	x	1	x	x	-5	4
Cc1cc(Nc2ccc(Cl)cc2)n2nnnc2n1	i	i	7	-2	-2	-1	-1	7	-11
CCCCc1c(-c2cccc(F)c2)ncn1CCc1ccccc1OC	x	i	-2	x	-5	26	x	-9	2
NC(=O)c1ccccc1NS(=O)(=O)c1ccc2c(c1)OCCO2	i	x	-3	3	0	-4	-5	1	-1
Cc1ccc(OS(=O)Nc2cccc3nccnc23)cc1 (centres undefined)	i	i	1	-4	-2	-3	2	5	7
O=C(NCc1cccnc1)c1ccccc1Br	i	i	0	5	4	-10	13	5	-3
O=C(CSC1=NC(=O)C(c2ccccc2)C(=O)N1)Nc1ccccc1[N+](=O)[O-] (centres undefined)	i	i	0	1	8	-10	-7	-1	3
O=C(Nc1nc2ccc(F)cc2s1)c1cccs1	i	i	-3	-5	1	9	-5	3	8
CC1Cc2ccccc2N1C(=O)CSc1nnnn1Cc1ccccc1 (centres undefined)	i	i	-1	2	2	15	7	1	9
CCCNc1cc(=S)nc(N)[nH]1	i	i	2	-2	3	-4	42*	6	0
COc1ccc(NS(=O)(=O)c2ccc3c(c2)NC(=O)C(C)S3)cc1 (centres undefined)	i	i	3	-1	4	14	-7	0	-2
O=[N+]([O-])c1cc(Cl)cc(C2=NCCN2)c1	i	i	-4	-2	27	-8	2	1	21
CCOc1cc(C(=O)Nc2cc3c(cc2N2CCCC2)n(C)c(=O)n3C)cc(OCC)c1OCC	i	x	5	3	1	1	-9	9	-3
Cc1ccc(OCC(=O)NCc2cccs2)c([N+](=O)[O-])n1	i	i	-1	2	3	-8	-6	-1	0
O=C(NCc1nnc(SCC(=O)N2CCC(Cc3ccccc3)CC2)o1)c1ccccc1F	i	i	3	1	3	5	-15	9	5
COc1ccc(Cc2nnc(SCC(=O)c3ccc(OC)cc3)o2)cc1	i	i	-7	1	6	16	-47	3	14
Cc1cc(NS(=O)(=O)c2cccc([N+](=O)[O-])c2)no1	i	i	-2	3	-3	-3	-11	4	-10
CCC1CCCCN1Cc1c(O)ccc2c(=O)c(-c3ccccc3)coc12 (centres undefined)	i	x	-1	-3	3	-4	-19	-4	30
O=C(O/C(=C/c1ccccc1)C(F)(F)F)c1ccccc1	i	i	0	-1	1	27	-1	2	0
O=C(CCCCCNC(=O)c1ccccc1)N/N=C/c1ccccc1	i	i	-2	1	0	-8	-5	3	-2
O=C(c1cccc(S(=O)(=O)N2CCN(c3ccccc3)CC2)c1)N1CC=C(c2ccccc2)CC1	i	i	11	-2	3	24	5	1	0
Cc1ccc(CC(NC(=O)c2ccccc2)C(=O)NC(Cc2ccccc2)C(=O)O)cc1 (centres undefined)	i	i	-3	0	-4	-4	-6	7	0
CCCNc1ncnc2c1cnn2C1CCCCO1 (centres undefined)	i	i	-4	2	1	-9	3	-2	-4
O=C(O)CCC(=O)Nc1ccc(N=Nc2ccccc2)cc1	i	i	-3	0	-3	-6	16	6	-3
O=C(NCc1ccccc1)c1cc(S(=O)(=O)N2CCOCC2)ccc1F	i	i	0	1	9	-13	-55	-1	-4
NC1=NC(=O)S/C1=C\c1ccc(F)cc1	i	i	7	-7	-11	-1	12	-4	5
O=C(N/C(=C\c1cccc(Br)c1)C(=O)N1CCOCC1)c1ccco1	i	i	-2	0	0	-4	-1	0	-1
COCc1cccc(NC(=O)Cc2cccc3ccccc23)c1	i	i	-13	2	-14	2	14	3	0
Cc1cc(N2CCN(C)CC2)nc2ccc(NC(=O)CCC(=O)NCCC3=CCCCC3)cc12	i	+	-6	-4	1	0	3	4	-4
Cc1cccc2cc(-c3nc4ccc(C(=O)O)cc4[nH]3)c(=O)oc12	i	x	-2	0	1	-7	-8	-3	-14
CCCCNC(=S)N(Cc1ccco1)Cc1cc2cc3c(cc2[nH]c1=O)OCCO3	i	i	-3	1	0	-5	-114	-1	2
COc1ccc(CN(C(=O)Cn2nnc3ccccc32)C(C(=O)NC(C)(C)C)c2ccco2)cc1 (centres undefined)	i	i	-3	0	-1	-3	-11	-2	-2

Compounds listed so far that have bromine:
SMILES	Rpn11 block	Neddylation inh	NadD inh	Rin1-Abl PPI inh	CSN inh	FAS-TE inh	MLLE-PAM2 inh	MT1-MMP act inh	SKN-1 inh
Cc1cc(Br)ccc1NC(=O)CN(C)C(=O)CN1C(=O)NC(C)(C2CC2)C1=O (centres undefined)	i	i	1	0	0	-5	2	2	1
O=C(NCc1cccnc1)c1ccccc1Br	i	i	0	5	4	-10	13	5	-3
O=C(N/C(=C\c1cccc(Br)c1)C(=O)N1CCOCC1)c1ccco1	i	i	-2	0	0	-4	-1	0	-1

The list goes on:
SMILES	Rpn11 block	Neddylation inh	NadD inh	Rin1-Abl PPI inh	CSN inh	FAS-TE inh	MLLE-PAM2 inh	MT1-MMP act inh	SKN-1 inh
CCN(CC)C(=O)CSc1nc(O)cc(=O)n1-c1ccccc1OC	i	i	10	-1	0	0	16	-5	9
CCc1c(O)nc(SCC(=O)Nc2ccccc2C)n(-c2ccc(C)cc2)c1=O	i	i	2	-2	8	-9	-7	-4	14
C=CCn1c(Cc2ccc(OC)cc2)nnc1SCC(=O)NCCc1ccccc1	i	i	-3	-3	-1	-6	-7	5	-10
CC(=O)Nc1cccc(O)c1	i	i	1	2	-1	-3	7	-3	-17
CCOC(=O)[C@]12CCC=C1N(Cc1cccc3ccccc13)C(=O)[C@H](CC(=O)NCCCOC)C2	x	i	-5	x	-5	-8	x	1	3
CCCCOCCCNCc1cccn1CCN1CCOCC1	i	i	-7	1	4	-2	2	4	-3
CCN(CC)S(=O)(=O)c1ccc(S(=O)(=O)Nc2ccc(C(=O)N3CCCC3)cc2)cc1	i	i	10	5	3	-6	7	0	4
CC1=C(c2ccccc2)C=NNCC1=O	i	i	3	-3	2	-5	1	3	2
CCOC(=O)N/N=C/C=C/c1ccccc1[N+](=O)[O-]	i	i	-2	2	6	-6	-13	0	4
Cc1cc(=O)oc2c(C)c(OC(C)C(=O)NC(Cc3c[nH]c4ccc(O)cc34)C(=O)O)ccc12 (centres undefined)	i	i	-6	-2	1	-3	4	0	1
O=C(O)c1ccc2cccc(Cl)c2c1O	i	i	2	-5	2	4	21	2	-8
CC1=CC(=O)C(C(C)=Nc2cccc(Cl)c2)C(=O)O1 (centres undefined)	i	i	1	-1	-3	-4	-5	-1	5
CCOc1ccc(C2Sc3ccccc3NC3=C2C(=O)OC3)cc1 (centres undefined)	i	i	-5	-1	-3	4	3	-31	10
CCOc1ccc(S(=O)(=O)N2CCCCCC2)cc1	i	i	0	3	1	4	4	-1	-3
CCn1c(SCC(=O)N/N=C(\C)c2ccco2)nnc1-c1ccccc1	i	i	3	1	2	-3	-13	-1	-8
Nc1cc2ccccc2oc1=O	i	i	-3	0	1	-7	-16	0	-27
COC(=O)c1ncn(C2OC(COC(C)=O)C(OC(C)=O)C2OC(C)=O)n1 (centres undefined)	i	i	0	1	6	-11	-12	3	8
O=C(Cn1ncc2c(=O)oc3ccccc3c21)N1CCc2ccccc2C1	i	i	4	5	-1	14	-3	3	1
CCC(Sc1nnc(-c2ccc(C)c(Cl)c2)n1CC)C(=O)Nc1nccs1 (centres undefined)	i	i	-1	-1	4	-19	-93	3	-15
CC(C)(C)c1cc(NC(=O)CCl)n(-c2ccccc2)n1	i	i	0	-2	-5	-4	4	-2	-1
